PriA SSB inh – inhibitors of Klebsiella pneumoniae PriA binding to SSB C-terminal tail, primary screen, biochemical, AlphaScreen; PriA–SSB C-terminal tail interaction (Klebsiella pneumoniae); AlphaScreen SSBct-PriA binding, biotinylated peptide; inhibition, % at 33 µM; 430,000 tested, 0.6% active; AID 1272365, 2023; in the data active = inhibition mostly above about 37%, no sharp cut-off; inactive = mostly below about 20%;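 also: plate controls were negative control peptide for no effect and reference peptide for full effect; strong numbers were not always called active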
The depositor's hits bear a star; & = joins results of further samples.

canonical_smiles	PriA SSB inh
Cc1cc(C)n(-c2cc(NC(=O)C3Oc4ccccc4OC3C)ncn2)n1 (stereo not drawn)	-4
CC(=NNC(=O)c1ccc(CSc2nc(C)cc(C)n2)cc1)C1CCCCC1	0
COc1ccc2sc(N(CCN(C)C)C(=O)c3ccc(S(=O)(=O)N4CCc5ccccc54)cc3)nc2c1	5
Cc1occc1C(=O)NN=C/C=C/c1ccc(N(C)C)cc1	21
O=C(NCCn1cnc2ccsc2c1=O)c1ccc(C(F)(F)F)nc1	-23
O=C(NCc1cccc2ccccc12)NCc1cnn2ccccc12	10
O=C(CC(c1ccccc1)c1ccccc1)NC1CC(O)C(CO)C1 (stereo not drawn)	-14
CCOc1ccc(C2C(C(=O)Nc3ccc(Cl)cc3)C(C)Nc3ncnn32)cc1OC (stereo not drawn)	-17
N#Cc1nc(-c2ccccc2F)oc1N1CCCCCC1	86*
CCC(=CC(=O)c1cccnc1)Nc1ccc(C)c(C)c1	18
N#Cc1c(N)[nH]c(=S)c(C#N)c1-c1ccccc1Cl	11
Cc1ccc(C(=O)N2CC(N3C(=O)CCC3=O)C2)s1	-7
O=C(COCC(=O)Nc1cccc(-c2nc3ccccc3[nH]2)c1)Nc1cccc(-c2nc3ccccc3[nH]2)c1	-22
O=C(NCCc1cn2c(n1)SCC2)NC1CCCCC1	0
Cc1ccc(NC(=O)N2CCN(c3cc(N(C)C)cnn3)CC2)cc1Cl	1
Cc1cnc2c(c1Nc1cccc(C(F)(F)F)c1)c(=O)n(C)c(=O)n2C	-9
O=C(c1cnn(-c2ccccc2)n1)N1CC(n2cc(-c3ccccc3)nn2)C1	-6
Cc1n[nH]c(C)c1C(=O)NC1CCC(Oc2ccccn2)CC1 (stereo not drawn)	-20
CNc1cc(S(=O)(=O)N2CCCCC2)ccc1OC	3
Cc1cccc2sc(NC(=O)c3cc(=O)c(OCc4ccc(F)cc4)co3)nc12	0
O=C(Nc1ccc(N2CCCCC2=O)cc1)c1ccc(Br)o1	-1
O=C(Cc1ccc(F)cc1)NCCNC(=O)c1ccc(NC(=O)C2CC2)cc1	-7
COc1cc(C=NN=Cc2cc(OC)c(O)c(OC)c2)cc(OC)c1O	-8
Cc1nnc2ccc(N3CCN(S(=O)(=O)c4ccccc4Cl)CC3)nn12	-8&5
CCOc1coc(C(=O)Nc2cccc(C)c2C)cc1=O	-19
COCCCn1c(NS(=O)(=O)c2ccccc2)c(S(=O)(=O)c2ccc(C)cc2)c2nc3ccccc3nc21	72*
O=C(NCCN1CCOCC1)C(=O)NCCN1CCN(c2ccccc2F)CC1	-2
O=C(Cc1ccc(F)cc1)Nc1nnc(-c2cccs2)o1	-1
O=C(Nc1ccc(S(=O)(=O)N2CCN(c3cnccn3)CC2)cc1)c1ccccc1C(F)(F)F	-21
Cc1cc(C(=O)N2CCN(CC(O)c3ccco3)CC2)no1 (stereo not drawn)	-7
CNC(=O)CS(=O)(=O)C1CCN(S(=O)(=O)CCCOc2ccccc2)CC1	-11
COc1ccc(Cl)cc1C(=O)N1CCc2nc(NC(=O)[C@@H]3CCCO3)sc2C1	-22
Cc1cc(C(=O)NC[C@](C)(O)c2ccc(-c3ccccc3)cc2)no1	-13
COc1ccc(CCNC(=O)Nc2ccn3nccc3c2)cc1	-1
Cc1c(Cl)cccc1S(=O)(=O)N1CCCC(Cc2nc(-c3cnccn3)no2)C1 (stereo not drawn)	-11
O=C(NCCn1nc(-c2cccnc2)ccc1=O)C1c2ccccc2Oc2ccccc21	-23&-5
Cn1cnc(S(=O)(=O)NCc2cc(C3CC3)n(C3CCCC3)n2)c1	11
COc1ccc(C(=O)NN=Cc2c(C)[nH]c(=O)[nH]c2=O)cc1	-4
CSC1=NCCN1C(=O)c1ccc(F)cc1	-7
Cc1nc2ccc(NS(=O)(=O)Cc3ccccc3)cc2c(=O)n1-c1ccc(F)cc1	-20
O=S(=O)(NCC#CCN1CCc2ccccc2C1)c1ccc(Br)s1	-3
CCc1nnc2ccc(N3CCN(S(=O)(=O)c4cccc(F)c4)CC3)nn12	-11
Cc1cccc2sc(NC(=O)c3ccccc3Cl)nc12	-8
CC12CCC(C/C1=N/Nc1nc(O)c(C3=c4ccccc4=NC3=O)s1)C2(C)C (stereo not drawn)	17
CCc1ccc(-n2c(C)cc(C=NNC(=O)c3ccncc3)c2C)cc1	15
CC(C)(C)c1nnc(Nc2ccc([N+](=O)[O-])cc2)[nH]c1=O	1
O=C(Nc1ccc(F)cc1)N1CCC(c2nnc(C3CC3)o2)CC1	2
CC(=O)NCC(=O)NC1CCN(c2cc(C(F)(F)F)nc(C)n2)CC1	-7
O=C(NCC1(c2cccs2)CCCC1)c1ccco1	-1
COc1ccc(C(=O)CC(c2cccs2)S(=O)(=O)c2ccc(C)cc2)cc1 (stereo not drawn)	-11
Cc1noc(-c2c(NC(=O)CSc3ccc(F)cc3)sc3c2CCOC3)n1	8
COc1ccc(C(=O)Nc2ccn3nccc3c2)cc1F	-4
Cc1nc(-c2ccc(F)cc2)sc1CCNS(=O)(=O)c1ccc(Cl)s1	-2
COc1ccc(NC(=O)c2cnc(SCC(=O)Nc3cc(C)on3)n(C)c2=O)cc1	10
Cc1cc(C(=O)Nc2nnc(-c3ccc(S(C)(=O)=O)cc3)o2)no1	3
Cc1ccc(NC(=O)c2ccn(C)n2)c(C(=O)c2ccccc2)c1	-4
CCCS(=O)(=O)N1CCCC(c2nnc(Cc3ccc(F)cc3)o2)C1 (stereo not drawn)	-7
Cc1ccc(C)c(C=NNC(=S)NC(C)C)c1	-4
C=CCN(CC=C)S(=O)(=O)c1ccc(C(=O)N=c2sc3c(C)cc(C)cc3n2C)cc1	5
CC(=NNC(=O)c1c(Cl)c(C)nn1C)c1cccc(NC(=O)COc2ccccc2)c1	-7

Next section
canonical_smiles	PriA SSB inh
O=C(Cc1cc(=O)[nH]c(SCC(=O)Nc2ccccc2F)n1)NCc1cccs1	-8&-3
O=C(CNC(=O)C12CC3CC(CC(C3)C1)C2)N/N=C/c1cccs1	-2
O=C(CN1C(=O)CCC1=O)NCCC(O)c1cc2ccccc2o1 (stereo not drawn)	8
COc1cccc(C=NNC(=O)c2cccc([N+](=O)[O-])c2)c1OS(=O)(=O)c1ccc(C)cc1	18
COc1ccc(CC(=O)N2CCCSC[C@@H]2CN2CCOCC2)cc1OC	-10
CCN1CCCc2cc(CCNC(=O)C(=O)NCCOC)ccc21	68*
Cc1ccsc1C=NNC(=O)c1nnn(-c2nonc2N)c1C(C)C	-2
COC(=O)c1ccc(NC(=O)c2ccc(=O)n(Cc3cccc(F)c3)n2)cc1	-19
Cn1c(N=Cc2c[nH]c3ccccc23)nc2ccccc21	-5
O=C(NCCCNCc1ccccc1)c1ccc(C=NO)nc1	-10
Cc1cc(C)c2sc(N(CCCN3CCOCC3)C(=O)c3ccnn3C)nc2c1	6
CC(C)(c1ccccc1)c1cc(CN2CCOCC2)c(O)c(CN2CCOCC2)c1	-12
CCOC(=O)C=C1NC2(CCCCC2)Cc2cc(OC)c(OC)cc21	-5
CC(C)N1CCC(CNS(=O)(=O)c2cccc3ccccc23)CC1	-6&-5
Cc1c(NC(=S)NC(=NS(=O)(=O)c2ccc(Cl)cc2)c2ccccc2)c(=O)n(-c2ccccc2)n1C	-9

The listing continues.
Structure | PriA SSB inh
COc1ccc(-n2c(C)nc3ccc(NC(=O)c4sc(-c5ccccc5)nc4C)cc3c2=O)cc1 | -9
O=C(NCc1ccco1)C1CN(C(=O)COc2ccccc2F)C1 | 4
C=C1C(O)[C@@H]2O[C@]3(CC[C@H](/C=C/C(C)[C@@H]4CC(C)=CC5(O[C@H](CC(C)(O)CO)CCC5O)O4)O3)CC[C@H]2O[C@@H]1C(O)CC(C)[C@H]1OC2(CCCCO2)CCC1C (stereo partly drawn) | -23
CC1CCN(c2cc(NC(=O)c3ccncc3)ncn2)CC1 | 0
CS(=O)(=O)c1ccc(CCC(=O)N2CC(Oc3nccs3)C2)cc1 | -8
O=C(O)CCc1ccc(C(=O)O)cc1 | -1
Cc1ccc(NC(=O)c2ccc(CN3CCNCC3)cc2)cc1Nc1nccc(-c2cccnc2)n1 | -6
COc1ccc(CC(=O)c2ccc(SC)cc2)cc1 | -10
CCCCOc1cccc2c1CCN(Cc1ccc(Cl)cc1)C2=O | -12
Cc1ccc(NC(=O)N2CCN(c3ccc4nncn4n3)CC2)cc1F | -5
Cc1ccc(N=Nc2c(C)nn(-c3ccccc3)c2N)cc1[N+](=O)[O-] | 68*
N#Cc1ccc(C(=O)Nc2nnc(-c3ccsc3)o2)cc1 | -11
Cc1ccc(S(=O)(=O)NCC2CCN(C3CCCC3)CC2)cc1C | -14
COc1cc(OC)cc(C(=O)N2CCN(c3ccc(-c4ccncc4)nn3)CC2)c1 | -8
CCOCC(=O)NCC[C@H](O)c1ccco1 | -11
CCn1cc(C(=O)N2CC[C@H](Oc3cccnn3)C2)c(=O)c2ccc(C)nc21 | -12
CCOc1ccccc1NC(=O)CN1CCN(Cc2nc(-c3ccccc3)cs2)CC1 | 10
CN(C)S(=O)(=O)N1CCC(CSCc2ccco2)CC1 | -1
COC(=O)N1CCc2ccc(NC(=O)c3cc(C)on3)cc2C1 | -7
COc1ccc(C2C(=C(O)c3ccc4c(c3)OCCO4)C(=O)C(=O)N2CCCn2ccnc2)cc1 (stereo not drawn) | -4
COc1cccc(-c2cc(CNC(=O)[C@H]3CC(=O)N(c4ccccc4)C3)no2)c1 | -7
Cc1ccsc1/C=C1\SC(c2ccccc2)=NC1=O | -20
Cc1cc2ncn(CC3CCN(C(=O)c4ccc(=O)[nH]c4)CC3)c2cc1C | -1
CCOC(=O)N1CCN(C(=O)/C=C/c2cccs2)CC1 | 11
COC[C@H](C)NC(=O)C(=O)Nc1c2c(nn1-c1cccc(Cl)c1)CS(=O)(=O)C2 | 1
CCOC(=O)c1oc2ccccc2c1NC(=O)/C=C\c1ccc2c(c1)OCO2 | 0
Cc1ccc(NC(=O)C(=O)NC[C@H](O)c2ccc(C(F)(F)F)cc2)cc1F | -8
Cc1cc(NC(=O)Cc2cccs2)n(-c2nc(-c3ccc(Cl)cc3)cs2)n1 | -11
CN(C)C(CNC(=O)C(=O)Nc1cccc(N2CCCC2=O)c1)c1ccc2c(c1)CCO2 (stereo not drawn) | 1
COc1ccc(CCNc2nccn(Cc3ccc(Cl)cc3)c2=O)cc1OC | -10
CC1(C)CC(=O)C(C=Nn2cnc3ccccc3c2=O)=C(O)C1 | -9
Cc1ccnc(NS(=O)(=O)c2ccc(NC(=O)c3c(F)cccc3F)cc2)n1 | 4&-11
Cc1nn(C)c(C)c1S(=O)(=O)N1CCC(Cc2n[nH]c(=O)n2-c2ccccc2F)CC1 | -14
CS(=O)(=O)N1CCCc2ccc(NC(=O)c3ccc(F)cc3)cc21 | -2
CCOC(=O)C1CCN(c2nc(C)cc(=O)n2CC(=O)Nc2cccc(C(C)=O)c2)CC1 | -10
O=C(c1ccc(Cl)cc1)N1CCN(S(=O)(=O)c2ccccc2)CC1 | -10
CC(=NNC(=S)NC(C)C)c1ccccc1 | 5
N#Cc1c(N=CN2CCOCC2)sc2c1CCCCC2 | 24
CCC(C)NS(=O)(=O)c1ccc2oc(=O)ccc2c1 (stereo not drawn) | -4
CC(C)NC(=S)NC(=O)c1cccs1 | 2
COc1cc2c(cc1OC)C(=CC(=O)c1ccc(OC)c([N+](=O)[O-])c1)NCC2 | 3
COc1ccccc1N1CCN(C(=O)CSc2nc(C)cs2)CC1 | -3
CC1CN(CC(=O)Nc2sccc2C#N)CC(C)O1 (stereo not drawn) | 5
O=C(NCC(c1ccsc1)N1CCCC1)c1ccccc1C(F)(F)F (stereo not drawn) | -12
O=C(c1cccs1)N1CCc2ccc(NS(=O)(=O)c3ccccc3Cl)cc2C1 | -2
Cn1nc(-c2cccs2)cc1C(=O)N1CCN(c2cc(-n3cncn3)ncn2)CC1 | -14
CCOc1ccc2cccc(NC(=O)c3ccc(Cl)s3)c2n1 | -13
O=C(Nc1nc(-c2ccc3c(c2)OCCO3)cs1)C1CCN(S(=O)(=O)c2ccc(F)cc2)CC1 | 11
COC(=O)N1CCC(CNC(=O)c2ccc(Cl)s2)CC1 | 3
CC(=NNC(=O)c1ccco1)c1cccc(NC(=O)c2ccc(C)s2)c1 | -1
CS(=O)(=O)Nc1cccc(C2=NN(C(=O)c3ccco3)C(c3ccccc3F)C2)c1 (stereo not drawn) | 58*
O=C(C1CC(=O)N(c2ccc(Cl)cc2)C1)N1CCC(CSC2=NCCS2)CC1 (stereo not drawn) | 10
O=C(c1ccco1)c1ccc(CNS(=O)(=O)c2ccc3c(c2)CCO3)s1 | -3

Only part of the results is shown. The share of hits here may be higher or lower than overall.
